Screening results from PubChem.
D1 potentiator: Potentiators of Human D1 Dopamine Receptor: qHTS; D(1A) dopamine receptor (Homo sapiens), P21728; HEK293 TREx D1 cells, calcium flux, dopamine EC20 potentiation; potentiation, % at 10 µM; actives 0.036% (n = 360,000); in the data active = potentiation above about 30%; note: 0% is about no effect
Target sequence (P21728 whole entry, looked up): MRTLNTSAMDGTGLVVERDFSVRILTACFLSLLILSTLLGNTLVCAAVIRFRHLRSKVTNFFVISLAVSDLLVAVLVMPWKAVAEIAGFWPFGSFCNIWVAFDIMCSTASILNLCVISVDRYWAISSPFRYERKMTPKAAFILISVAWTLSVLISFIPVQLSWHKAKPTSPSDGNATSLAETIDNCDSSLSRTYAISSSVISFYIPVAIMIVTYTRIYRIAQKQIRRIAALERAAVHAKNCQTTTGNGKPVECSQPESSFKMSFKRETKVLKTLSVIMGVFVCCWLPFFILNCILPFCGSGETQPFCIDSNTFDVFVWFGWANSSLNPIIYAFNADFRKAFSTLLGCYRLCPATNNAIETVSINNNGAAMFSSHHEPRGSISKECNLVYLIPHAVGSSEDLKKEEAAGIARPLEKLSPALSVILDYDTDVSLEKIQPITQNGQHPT
LDHA block: qHTS assay for inhibitors of human lactate dehydrogenase; L-lactate dehydrogenase A chain (Homo sapiens), P00338; purified LDHA, NADH/diaphorase-resazurin fluorescence; hits give low values; activity change, % (values are at about 110 or 230 µM); actives 0.15% (n = 480,000); AID 1347041, 2019; in the data active = activity change below about -30%; inconclusive = mostly about -25% to -30%;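 note: plate controls were DMSO wells for no effect and wells without enzyme for full effect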
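Human LDH5 at 2 nM final in Tris HCl pH 7.4 with 0.06 mM NADH and 0.2 mM pyruvate, reacted 5 minutes at room temperature. Remaining NADH coupled via diaphorase/resazurin; resorufin fluorescence read at 0 and 20 minutes, normalized to enzyme-free and DMSO wells.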
D1 ag: Allosteric Agonists of the Human D1 Dopamine Receptor: qHTS | AID 504660, 2011 | activation, % at 2 µM | D(1A) dopamine receptor (Homo sapiens), P21728 | HEK293 T-REx D1 cells, calcium flux, agonist mode | actives 1% (n = 360,000); in the data active = activation above about 30%; note: 0% is about no effect
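Inducible HEK293 T-REx D1 cells, force-coupled to calcium signalling, were plated at 4000 cells/well with tetracycline and held overnight at 30 C. After no-wash calcium dye loading, compound-evoked calcium rise over 180 s flagged agonists.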
GRP78 ERSR act: qHTS for Inducers of the Endoplasmic Reticulum Stress Response (ERSR) in Human Glioma: qHTS; AID 602332, 2012; actives 0.02% (n = 420,000); Potency, µM, for the others: at the top dose activation, most hits filed as activators; U87-MG GRP78 promoter luciferase reporter, 16 h; note: potency is the fitted concentration of half-maximal effect; series mostly up to about 76 µM; % of control where 0% means no effect; nearly all actives have a fitted effect of over 35% in size
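Stably transfected U87-MG glioma cells carrying a GRP78-based luciferase sensor; 16 h compound incubation. Luminescence end-point read 10 min after Bright-Glo addition at room temperature.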
RXFP1 agonist: qHTS Assay for Agonists of the Relaxin Receptor RXFP1; Relaxin receptor 1 (Homo sapiens), Q9HBX9; HEK293T-RXFP1 cAMP TR-FRET, 30 min; response scale: percent of porcine relaxin response, buffer zero; Potency, µM (series often up to 57.5 µM), for the others: at the top dose activation, usual class: activators; actives 0.3% (n = 370,000); AID 2676, 2010; note: potency is the fitted concentration of half-maximal effect; % is set by controls: 0 for no effect and ±100 for the full control effect; nearly all actives have a fitted effect of over 60% in size; many of its hits are not listed in these tables
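HEK293T cells stably expressing RXFP1 were pretreated with the PDE4 inhibitor Ro 20174, exposed to compounds for 30 min at 37C, lysed, and cAMP was read by TR-FRET. Data normalized to buffer (basal) and 29 nM porcine relaxin (100%).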
Vif-A3G inh: qHTS for Inhibitors of Vif-A3G Interactions: qHTS; Potency, µM (doses to about 46.1 µM), for the others: at the highest dose activity, negative = active, actives largely listed as inhibitors; actives 0.076% (n = 410,000); DNA dC->dU-editing enzyme APOBEC-3G (Homo sapiens), Q9HC16; HeLa A3G-eYFP + Vif (tagged APOBEC3G with the HIV-1 protein that degrades it), YFP fluorescence, overnight;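 note: potency is the fitted concentration of half-maximal effect; % is set by controls: 0 for no effect and ±100 for the full control effect; nearly all actives have a fitted effect of over 60% in size; hits raise eYFP signal because A3G escapes Vif-driven loss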
Target sequence (Q9HC16 whole entry, looked up): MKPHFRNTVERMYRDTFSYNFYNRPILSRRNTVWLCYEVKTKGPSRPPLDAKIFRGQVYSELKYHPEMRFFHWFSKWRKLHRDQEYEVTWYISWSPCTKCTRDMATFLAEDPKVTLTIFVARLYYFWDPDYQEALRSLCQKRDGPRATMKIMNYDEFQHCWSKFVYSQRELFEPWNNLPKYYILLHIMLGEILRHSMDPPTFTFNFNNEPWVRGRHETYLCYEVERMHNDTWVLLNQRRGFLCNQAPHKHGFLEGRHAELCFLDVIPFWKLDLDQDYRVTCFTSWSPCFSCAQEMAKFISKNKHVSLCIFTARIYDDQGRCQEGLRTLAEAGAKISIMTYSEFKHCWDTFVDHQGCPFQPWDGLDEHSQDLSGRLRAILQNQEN
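HeLa cells stably expressing Vif and C-terminally eYFP-tagged A3G, seeded overnight at 37 deg C, then exposed to compound by pintool overnight at 37 deg C. Rise in yellow fluorescence (Ex 488/Em 500-530, Acumen) marks blocked Vif-driven A3G degradation.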
D2 PAM: HTS Assay for Positive Allosteric Modulators of the Human D2 Dopamine Receptor: Primary Screen for Potentiators; HEK293 T-REx D2, calcium flux, EC20 dopamine potentiation; AID 485347, 2010; D(2) dopamine receptor (Homo sapiens), P14416; actives 0.34% (n = 340,000); potentiation, % at 10 µM;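 active = potentiation over 3 SD above the plate norm, cut at about 30% in these data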; note: 0% is about no effect
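Potentiation of an EC20 dopamine calcium response measured kinetically over 180 s, after a preceding 180 s compound-only read flagging agonists. Cells: inducible Hek293 Trex D2 line, 4000/well, cultured overnight at 30 C before dye loading.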
Vif-A3F inh: qHTS for Inhibitors of Vif-A3F Interactions: qHTS; HeLa A3F-eYFP + Vif (tagged APOBEC3F with the HIV-1 protein that degrades it), YFP fluorescence increase; actives 0.2% (n = 390,000); Potency, µM (highest dose often 46.1 µM), inactives show at the highest dose activity, negative = active; AID 602313, 2012; note: potency is the fitted concentration of half-maximal effect; % of control where 0% means no effect; nearly all actives have a fitted effect of over 65% in size
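HeLa cells stably expressing Vif plus C-terminally eYFP-tagged A3F were seeded, incubated overnight at 37 deg C, dosed with compound, incubated overnight again at 37 deg C. Yellow fluorescence (Ex 488/Em 500-530) reported blocked Vif-mediated A3F-eYFP degradation.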
D1 antag: Antagonist of Human D 1 Dopamine Receptor: qHTS; HEK293 TREx D1 cells, calcium flux, dopamine EC80; hits give low values; AID 504652, 2011; actives 3.2% (n = 360,000); activity change, negative = inhibition, % at 10 µM; D(1A) dopamine receptor (Homo sapiens), P21728; in the data active = activity change below about -30%; note: % is set by controls: 0 for no effect and ±100 for the full control effect
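Allosteric or orthosteric antagonism assessed as attenuation of the calcium response to EC80 dopamine, added 180 s after compound, in induced HEK293 Trex D1 cells loaded with no-wash calcium dye.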
Active calls of the source: *; ? = inconclusive; · = not tested or not shown; & = joins results of further samples. Unless noted, calls come from the whole dose curve; as a rule, active = well fitted curve in the direction sought with a large enough effect; inconclusive = small, poorly fitted or top-dose-only effect, or another doubt; inactive = no such curve, though single readings can be large; an effect the other way counts as inactive or inconclusive.

Below each SMILES – D1 potentiator | LDHA block | D1 ag | GRP78 ERSR act | RXFP1 agonist | Vif-A3G inh | D2 PAM | Vif-A3F inh | D1 antag
(1) Cc1cc(Br)ccc1NC(=O)CCSc1ccccc1
 : -2 | -4 | 1 | 0% | -3.6% | -9% | -6 | 1% | 1
(2) CC1CCN(S(=O)(=O)c2ccc(S(=O)(=O)NCC3COCCO3)cc2)CC1 (configuration not stated)
 : 0 | 3 | 0 | -4% | 0.6% | 0% | 6 | -11% | -8
(3) CN(c1ccccc1)S(=O)(=O)c1cccc(C(=O)OCC(=O)Nc2ccc(C(N)=O)cc2)c1
 : · | -5 | · | -2% | · | 0% | · | 2% | ·
(4) COc1cccc(NC(=O)N(Cc2c[nH]c3ccccc23)C2CCCCC2)c1
 : 1 | -2 | 2 | 0% | 2.5% | 0% | 11 | -2% | -5
(5) O=C1NC(=S)N/C1=C/c1ccc2c(c1)OCO2
 : -1 | -4 | -1 | -5% | -1.4% | -7% | 9 | ? | -1
(6) CCCOc1ccc(C(=O)c2nc3c(n2O)CCCCC3)cc1
 : 0 | 12 | 3 | -5% | -1.2% | 1% | 5 | 0% | 3
(7) CCCN1CCN(CCNC(=O)Nc2cc(OC)cc(OC)c2)CC1
 : 3 | -2 | 0 | 1% | 0.8% | 3% | -12 | -5% | 3
(8) CC(=O)c1c(OC(=O)c2ccccc2)ccnc1C(F)(F)F
 : 2 | -14 | 3 | ? | -2.5% | -6% | -1 | 6% | 5
(9) CC(C)C[C@@H](CNCC(=O)[C@H](Cc1c[nH]c2ccccc12)NC(=O)c1[nH]cnc1C(=O)N[C@@H](C)CN)NC(=O)c1nc[nH]c1C(=O)N[C@@H](CC(=O)O)C(=O)O
 : · | 1 | · | -1% | · | -9% | · | 4% | ·
(10) CCc1ccc(NC(=O)C2CCN(S(=O)(=O)c3ccc4c(c3)CC(C)N4C(C)=O)CC2)cc1 (configuration not stated)
 : -5 | -1 | 3 | -4% | -0.9% | 3% | 7 | 6% | -31*
(11) COC(=O)c1ccccc1OCCCN(C)C
 : 4 | -21 | 6 | -4% | -0.3% | 0% | -8 | -3% | 1
(12) N=C1C(c2nc3ccccc3s2)=C(O)CN1NC(=O)c1ccccc1[N+](=O)[O-]
 : -4 | -14 | 1 | -2% | 1.8% | -1% | 5 | 8% | ·
(13) CCc1cc2ccc(OC)cc2nc1SCC(=O)NNC(=O)c1ccco1
 : -1 | -4 | 1 | -3% | 4.6% | -1% | 7 | 2% | 9
(14) CCCS(=O)(=O)N1CCN(S(=O)(=O)c2ccccc2[N+](=O)[O-])CC1
 : -8 | -5 | 5 | -4% | 3.4% | 3% | -2 | -14% | 1
(15) COc1ccc(S(=O)(=O)Nc2cccc(-n3cnnn3)c2)cc1OC
 : 0 | -3 | 1 | -3% | 2.2% | 0% | -2 | 6% | -19
(16) Cc1ccc2cc(C#N)c(NCCNC(=S)NCCCN(C)C)nc2c1C
 : -5 | -10 | 1 | -5% | 0.0% | -2% | -12 | -7% | -9
(17) COc1ccc(CCNC(=O)C(C)OC(=O)c2nsc(Cl)c2Cl)cc1OC (configuration not stated)
 : 7 | -3 | 1 | -4% | 0.6% | 2% | · | 3% | -20
(18) COc1ccc(CCN(C(=O)c2snc(C(N)=O)c2N)C(C)C(=O)NC2CCCCC2)cc1OC (configuration not stated)
 : -3 | 0 | 3 | -3% | 4.7% | -8% | -9 | 3% | -12
(19) COc1ccc(NC(=O)c2cc(Br)ccc2Cl)c([N+](=O)[O-])c1
 : -1 | -3 | 1 | -3% | 0.2% | 0% | -3 | -1% | -4
(20) COc1ccccc1N1CCN(C(=O)NCc2cccc(C(F)(F)F)c2)CC1
 : -3 | 0 | 3 | -2% | 1.2% | -7% | -8 | -4% | -9
(21) O=C(O)c1ccccc1NC(=O)C(c1ccccc1)c1ccccc1
 : · | -5 | · | 0% | · | -10% | · | 7% | ·
(22) O=C(NC1CCCN(Cc2ccccc2F)C1)C1CCC1 (configuration not stated)
 : -5 | -5 | 1 | -3% | 0.2% | 1% | -4 | -5% | -8
(23) COc1cc(-c2nc(S(=O)(=O)c3ccc(C)cc3)c(N3CCOCC3)o2)cc(OC)c1OC
 : 0 | -2 | 3 | -4% | 2.7% | 0% | · | -20% | 2
(24) [O-]/[N+](=C\C=C\c1ccccc1)c1ccccc1
 : -3 | -2 | 1 | -6% | 3.8% | 1% | -8 | 0% | 29
(25) Cc1cccc(NS(=O)(=O)c2ccc(C)c(C(=O)NCC(c3cccs3)N3CCOCC3)c2)c1 (configuration not stated)
 : · | 4 | · | -2% | · | 2% | · | 0% | ·
(26) COc1ccccc1O
 : 7 | 0 | 2 | -2%&-3%&-2% | -1.5% | 1% | 9 | -1% | 6
(27) COc1ccc(C(c2nnnn2C2CCCCC2)N2CCN(c3ccccc3F)CC2)cc1 (configuration not stated)
 : -4 | 0 | 1 | 4% | -0.3% | 0% | 5 | 2% | 10
(28) O=C(CSc1nnc(-c2ccc(O)cc2)o1)Nc1ccccc1
 : -6 | -2 | 1 | 2% | -1.1% | -6% | 20 | ? | -6
(29) CCOc1ccc(-c2cc(C(=O)NC(C)c3ccccc3)c3ccccc3n2)cc1 (configuration not stated)
 : -3 | 3 | 9 | -1% | 6.3% | ? | -1 | ? | -12
(30) CCOC(=O)C1=C(C)NC2=C(C(=O)c3ccccc32)C1c1ccc(O)cc1 (configuration not stated)
 : -5 | -4 | 0 | -1% | 0.1% | -6% | -2 | 5% | -14
(31) COc1ccc(-c2cn3cc(C(F)(F)F)cc(Cl)c3n2)cc1
 : 0 | -1 | 3 | 7% | 4.0% | -24% | -6 | 5% | 8
(32) Cc1ccccc1OCC(=O)N(Cc1cccc(F)c1)C1CCS(=O)(=O)C1 (configuration not stated)
 : 0 | -4 | 4 | -5% | 1.1% | 1% | -2 | 7% | -1
(33) CCCn1c(SCc2nc(-c3ccccc3OCC)no2)nnc1-c1ccc(Cl)cc1
 : 4 | 1 | 12 | -5% | -0.8% | -4% | -14 | 2% | 10
(34) Cc1ccccc1NS(=O)(=O)c1cccc(C(=O)Nc2cccc(C(=O)O)c2)c1
 : 0 | -1 | -3 | -1% | -0.8% | 1% | -4 | 2% | 18
(35) CC(=O)c1ccc(N2CCN(C(=S)Nc3ccc(Oc4ccccc4)cc3)CC2)cc1
 : -3 | -14 | 6 | -5% | -2.0% | 1% | -1 | 20% | -33*
(36) O=C(Nc1ccc(N2CCOCC2)cc1)c1nc2ccccc2s1
 : -1 | 5 | 4 | 0% | 5.1% | 6% | 4 | 5% | -13
(37) Cc1nn(CCc2n[nH]c(=S)n2-c2ccc(F)cc2)c(C)c1[N+](=O)[O-]
 : -4 | -3 | -1 | -4% | 1.5% | 1% | -1 | 2% | 4
(38) COc1cccc(NC(=O)[C@H](Cc2c[nH]c3ccccc23)NC(=O)[C@@H]2Cc3ccccc3CN2)c1
 : 2 | -6 | 9 | 0% | -0.2% | -8% | 1 | -9% | -2
(39) CC(N)=Nc1ccc([N+](=O)[O-])cc1
 : 2 | -4 | 4 | -3% | -1.8% | 1% | 10 | 6% | -1
(40) CC(C)NC(=O)C(=O)Nc1ccc2c(c1)N(S(=O)(=O)c1cccs1)CCC2
 : 0 | -3 | 10 | -2% | 1.8% | -12% | -2 | 1% | 10
(41) C/C=C/C(=O)OCC(=O)NC(=O)NC(C)C
 : 0 | -7 | 1 | -1% | 3.3% | 1% | 0 | 0% | -5
(42) O=C(CSc1nnc(-c2ccncc2)o1)Nc1cc(Cl)ccc1C(=O)O
 : · | -1 | · | 1% | · | -2% | · | -4% | ·
(43) c1ccc(C(c2ccccc2)c2noc(CN3CCN(C4CCCC4)CC3)n2)cc1
 : -1 | -1 | 3 | -2% | 1.4% | -1% | -20 | 0% | 16
(44) O=C(O)C(Cc1ccnc2ccccc12)=NO
 : · | 3 | · | -4% | · | -8% | · | 13% | ·
(45) COc1ccccc1NC(=O)N(C)C[C@@H]1OCc2cnnn2CCCC(=O)N([C@@H](C)CO)C[C@@H]1C
 : · | 0 | · | -2% | · | 0% | · | 1% | ·
(46) Cc1ccc(NCCC(=O)c2cccc([N+](=O)[O-])c2)cc1
 : -12 | 2 | 1 | 0% | -0.1% | -5% | -4 | 0% | -27
(47) CCOC(=O)N1CCC(NC(=O)c2ccc(NC(=O)C3CCCO3)cc2)CC1 (configuration not stated)
 : -7 | -18 | 4 | -4% | 0.5% | 0% | 1 | -22% | -16
(48) CN(C)c1ccnc(Nc2ccc(O)cc2)c1C#N
 : -3 | 16 | 4 | 4% | 3.6% | 3% | 6 | 1% | 2
(49) Cc1ccc(NC(=O)c2cccnc2)cc1C
 : -10 | 1 | 1 | 2% | -0.2% | -2% | -2 | 3% | 8
(50) COc1ccc([C@H]2N[C@]3(CCCN(Cc4ccco4)C3=O)[C@H]3C(=O)N(Cc4ccccc4)C(=O)[C@@H]23)cc1
 : · | 2 | · | -7% | · | 0% | · | -6% | ·
(51) CC1(C)Cc2c(C#N)c(OCC(=O)c3ccccc3)nc(-c3ccoc3)c2CO1
 : 3 | -4 | 3 | -1% | 0.8% | 1% | 10 | · | 18
(52) CCC(Oc1ccccc1)C(=O)OCC(=O)Nc1sccc1C(N)=O (configuration not stated)
 : -4 | 1 | 6 | -4% | -0.2% | 0% | -3 | -9% | -25

Not all compounds are listed; the hit share may differ from the screen's.
